ELG1 genotoxic: qHTS screen for small molecules that induce genotoxicity in human embryonic kidney (HEK293T) cells expressing luciferase-tagged ELG1. HEK293T ELG1-luciferase reporter, luminescence, 16 h. Potency, µM (series often up to 46 µM), without a hit: at the highest dose activity change, positive = activation, most hits filed as activators. actives 1.3% (n = 330,000). AID 504466, 2011; further: potency means the concentration at half of the fitted maximal effect; % of control where 0% means no effect; nearly all actives have a fitted effect of over 60% in size
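16 hr compound incubation (37 °C, 5% CO2) of HEK293T cells carrying luciferase-tagged ELG1; luciferase then measured by ONE-Glo luminescence after 30 min at RT.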
NPC1 prom act: qHTS Assay for NPC1 Promoter Activators; actives 2.4% (n = 320,000); Huh7 NPC1 promoter luciferase reporter, 24 h; Potency, µM (top dose mostly 9.22 µM), for the others: at the highest dose activation, actives largely listed as activators;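 further: potency means the concentration at half of the fitted maximal effect; % of control where 0% means no effect; nearly all actives have a fitted effect of over 60% in size; reporter is driven by a mutant NPC1 promoter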
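Luciferase expression driven by the NPC1 promoter was measured in stably transfected Huh7 cells after a 24 h compound incubation, using a luciferase reagent and a luminescence read.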
VP16 counter: VP16 counterscreen qHTS for inhibitors of ROR gamma transcriptional activity; Drosophila S2 Gal4-VP16 UAS-luciferase, luminescence, 20 h; Potency, µM (titrated, usually from 53.6 µM), for inactives: top-dose activity, negative = inhibition, most hits filed as inhibitors; actives 3.5% (n = 310,000); AID 2546, 2010;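 further: Gal4-VP16 expression switched on by copper sulfate through the metallothionein promoter; potency means the concentration at half of the fitted maximal effect; on the % scale 0 is the no-effect control and ±100 the full control effect; nearly all actives have a fitted effect of over 50% in size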
RORgamma inh: qHTS for inhibitors of ROR gamma transcriptional activity; Nuclear receptor ROR-gamma (Mus musculus), P51450; Drosophila S2 Gal4-RORgamma UAS-luciferase reporter, 20 h; Potency, µM (titrated, usually from 53.6 µM), inactives show top-dose activity change, negative = inhibition, hits mostly inhibitors; actives 5.4% (n = 310,000); AID 2551, 2010; further: potency means the concentration at half of the fitted maximal effect; on the % scale 0 is the no-effect control and ±100 the full control effect; nearly all actives have a fitted effect of over 60% in size
Target sequence (P51450 whole entry, looked up, the tested form may be a part): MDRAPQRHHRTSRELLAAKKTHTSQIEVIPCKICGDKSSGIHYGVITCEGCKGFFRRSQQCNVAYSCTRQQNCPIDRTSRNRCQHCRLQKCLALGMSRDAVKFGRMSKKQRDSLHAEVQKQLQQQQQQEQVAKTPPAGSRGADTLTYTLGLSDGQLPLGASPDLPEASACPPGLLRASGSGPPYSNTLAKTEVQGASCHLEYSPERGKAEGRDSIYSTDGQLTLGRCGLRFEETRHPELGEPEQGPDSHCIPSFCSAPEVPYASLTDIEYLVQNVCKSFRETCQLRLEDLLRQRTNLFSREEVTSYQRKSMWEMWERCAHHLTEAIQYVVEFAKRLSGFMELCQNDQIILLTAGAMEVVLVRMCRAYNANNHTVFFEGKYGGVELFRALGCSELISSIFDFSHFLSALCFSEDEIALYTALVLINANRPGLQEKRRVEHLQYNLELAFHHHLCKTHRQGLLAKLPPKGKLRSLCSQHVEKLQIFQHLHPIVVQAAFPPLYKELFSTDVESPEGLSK
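Compounds are pin-transferred onto Drosophila Schneider cells expressing a copper-inducible Gal4–ROR gamma transactivation domain fusion. After 1 hr, copper sulfate is added to 700 uM final; luciferase is read 20 hr later.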
FLuc counter: qHTS profiling assay for firefly luciferase inhibitor/activator using purifed enzyme and Km concentrations of substrates (counterscreen for miR-21 project). Luciferin 4-monooxygenase (Photinus pyralis), P08659. purified FLuc, Km substrates, luminescence inhibition. Potency, µM (top dose mostly 57.5 µM), inactives show top-dose activity change, negative = inhibition, usual class: inhibitors. actives 6.9% (n = 360,000);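 further: potency means the concentration at half of the fitted maximal effect; plate controls were vehicle for no effect and reference inhibitor for full effect; nearly all actives have a fitted effect of over 55% in size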
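Purified P. pyralis luciferase, 10 nM final, with Km-level 10 uM D-luciferin and 10 uM ATP in 50 mM Tris acetate pH 7.5, 10 mM Mg acetate, 0.01% Tween-20, 0.05% BSA; 6-point qHTS titration about 60 µM downward; luminescence read.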
Rab9 prom act: qHTS Assay for Rab9 Promoter Activators. actives 2.8% (n = 320,000). AID 485297, 2010. Potency, µM (top dose mostly 9.22 µM), for inactives: at the highest dose activation, negative = inhibition, usual class: activators. Huh7 Rab9 promoter-luciferase reporter, luminescence, 24 h; further: potency means the concentration at half of the fitted maximal effect; % of control where 0% means no effect; nearly all actives have a fitted effect of over 60% in size
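Stable Rab9-luc Huh7, 1500 cells/well, 2 h settle; cmpd in DMSO, 24 h, 37 °C/5% CO2; luciferase reagent 10 min RT; luminescence.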
Menin MLL FP TR: qHTS Assay for Inhibitors Targeting the Menin-MLL Interaction in MLL Related Leukemias: Competition With Texas Red Labeled MLL-derived Mutant Peptide. O00255. actives 0.23% (n = 270,000). Potency, µM (titrated, usually from 61.6 µM), for inactives: top-dose FP activity change, negative = inhibition, usual class: inhibitors. Menin + Texas Red MLL mutant peptide, fluorescence polarization. AID 1768, 2009; active means well fitted inhibition curve with a large enough effect in the polarisation, with a control signal flat, not every such curve was filed as active; inconclusive means small, poorly fitted or top-dose-only effect, or effect the other way, or a change in a side signal; inactive means no such curve, though single readings can be large or run the other way; the % refers to the polarisation; further: potency means the concentration at half of the fitted maximal effect; % of control where 0% means no effect; many of its hits are not listed in these tables
Target sequence (O00255 whole entry, looked up): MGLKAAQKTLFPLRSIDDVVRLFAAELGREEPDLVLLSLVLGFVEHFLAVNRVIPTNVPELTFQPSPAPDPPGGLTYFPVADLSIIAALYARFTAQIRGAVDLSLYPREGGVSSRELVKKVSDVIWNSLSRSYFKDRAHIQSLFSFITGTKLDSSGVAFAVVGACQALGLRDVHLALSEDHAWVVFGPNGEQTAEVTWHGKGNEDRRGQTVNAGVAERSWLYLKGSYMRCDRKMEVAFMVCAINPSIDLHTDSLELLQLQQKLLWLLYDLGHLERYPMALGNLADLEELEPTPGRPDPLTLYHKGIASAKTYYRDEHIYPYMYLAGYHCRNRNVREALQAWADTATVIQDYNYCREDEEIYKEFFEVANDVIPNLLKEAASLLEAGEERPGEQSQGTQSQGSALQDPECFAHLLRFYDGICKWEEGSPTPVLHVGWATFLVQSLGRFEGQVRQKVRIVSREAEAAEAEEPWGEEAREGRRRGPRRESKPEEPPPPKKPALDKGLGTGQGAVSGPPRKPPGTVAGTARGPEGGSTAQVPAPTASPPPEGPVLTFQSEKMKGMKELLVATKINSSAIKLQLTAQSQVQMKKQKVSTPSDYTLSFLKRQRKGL
PKM2 activator: qHTS Assay for Activators of Human Muscle isoform 2 Pyruvate Kinase. Pyruvate kinase PKM (Homo sapiens), P14618. purified PKM2, Kinase-Glo ATP luminescence, activation; response scale: 0% is enzyme alone, no compound. actives 0.34% (n = 260,000). AID 1631, 2009. Potency, µM (top dose mostly 57.5 µM), for inactives: at the top dose activation, hits mostly activators; further: potency means the concentration at half of the fitted maximal effect; on the % scale 0 is the no-effect control and ±100 the full control effect; nearly all actives have a fitted effect of over 55% in size
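hPK-M2, >95% pure; 0.1 mM ADP / 0.5 mM PEP final; imidazole pH7.2 buffer w/ 7 mM MgCl2, 50 mM KCl; 1 h RT; Kinase-Glo lum. Intermediate enzyme activity for dual inhibitor/activator qHTS.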
p53 reactivator: qHTS assay for re-activators of p53 using a Luc reporter | H1299 p53-A138V BP100-luciferase reporter, luminescence, 24 h | actives 0.063% (n = 320,000) | Potency, µM (doses to about 92.2 µM), for inactives: at the highest dose activity change, positive = activation, actives largely listed as activators | AID 504706, 2011; further: potency means the concentration at half of the fitted maximal effect; % of control where 0% means no effect; nearly all actives have a fitted effect of over 45% in size
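p53-null H1299 cells stably carrying temperature-sensitive p53-A138V and a BP100-luciferase reporter were pinned with compounds (4-point, 1:5 series) and held 24 hrs at 37 deg C. Luminescence was read 10 min after detection reagent.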
Giardia kill: Small Molecules that selectively kill Giardia lamblia: qHTS. AID 540267, 2011. Giardia lamblia trophozoite viability. actives 0.15% (n = 340,000). activity change, % at 7.66 µM, hits read low; in the data active means activity change below about -80%; inconclusive means between about -30% and that limit;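 further: parasites exposed to compound for two days anaerobically before the ATP read; on the % scale 0 is the no-effect control and ±100 the full control effect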
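Giardia lamblia trophozoites (100 cells/well) were incubated with compounds for 48 h at 37 deg C under anaerobic conditions. Viability was read as ATP content by one-step luminescence after 15-30 min at room temperature.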
BRCA1 expr up: qHTS Assay to Identify Small Molecule Activators of BRCA1 Expression | MCF7-BRCA1-FFLuc reporter, luminescence, 48 h; response scale: scaled: vehicle 0%, 10 µM genistein 100% | Potency, µM (titrated, usually from 46.1 µM), for inactives: at the highest dose activation, hits mostly activators | actives 1.1% (n = 380,000); further: potency means the concentration at half of the fitted maximal effect; nearly all actives have a fitted effect of over 80% in size; some results filed as inactive show a strong effect at the top dose
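Compounds are tested at multiple concentrations on MCF7 BRCA1-luciferase reporter cells seeded at 2000 per well; after 48 h, a single luminescence end-point is taken and curves fitted to the normalized data.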
* hit, by the source's call; ? = inconclusive; / = not tested or not shown; & = joins results of further samples; [ ] = dose if it differs, or a comment. Unless noted, the call rests on the fitted dose curve; in most records, active means well fitted curve in the direction sought with a large enough effect; inconclusive means small, poorly fitted or top-dose-only effect, or another doubt; inactive means no such curve, though single readings can be large; an effect the other way counts as inactive or inconclusive. These rows are one share of the data; rates above refer to the full screens.

The line under a structure holds: ELG1 genotoxic, NPC1 prom act, VP16 counter, RORgamma inh, FLuc counter, Rab9 prom act, Menin MLL FP TR, PKM2 activator, p53 reactivator, Giardia kill, BRCA1 expr up
> O=C1CC2C(=O)NCCN2C(=NC(=O)c2ccc(Cl)cc2)N1 (configuration not stated)
 : 1%, 4%, -1%, -9%, -2%, 2%, -6%, -2%, -2%, 14, 5%
> C[C@@]12C(=O)N(Cc3ccccc3)CC(=O)N1[C@H](/C=C/c1ccccc1)[C@@H]1C(=O)N(c3ccccc3)C(=O)[C@@H]12
 : 2%, -1%, 5%, 22%, 3%, -11%, 0%, -2%, /, 6, 0%
> CN(C)CC/C=C1\c2ccccc2CSc2ccccc21
 : 2%, -5%, -3%[17 µM], 1%[2.98 µM], 0%, -3%, -11%[24.8 µM], /, -13%, 4, -3%
> COc1ccc2cc(CCNC(=O)C3CCCC3)c(=O)[nH]c2c1
 : ?, 9%, 0%, ?, 0%, 2%, 6%, -1%, 19%, -11, 3%
> COc1cccc(C(=O)N/N=C/c2ccc(Oc3ccc([N+](=O)[O-])cn3)c(OC)c2)c1
 : -4%, 3%, 2%, 6%, -15%, 1%, 21%, 0%, 3%, -17, -7%
> Cc1cccc(/C=N/NC(=O)c2cc(-c3cccnc3)nc3c2c(C)nn3-c2ccccc2)c1
 : -6%, -4%, -12%, -9%, 6%, -6%, 18%, -2%, 5%, 2, -41%
> CCOC(=O)c1c(N)sc(N)c1C(=O)OCC
 : -4%, -3%, 4%, 42%, ?, 1%, 1%, -9%, 21%, -10, -39%
> CC(C)(C)NC(=O)CN(C(=O)CCC(=O)Nc1nccs1)c1ccc(F)c(Cl)c1
 : 1%, -7%, 5%, 25%, -2%, -2%[1.84 µM], -25%, /, -2%, -5, -7%
> Brc1ccccc1/C=N/Nc1ccc2ccccc2n1
 : ?, 3.5µM*, 8.9µM*, 0.32µM*, 2.1µM*, 4.5µM*, 13%, 1%, ?, 4, 27%
> Cc1nn(-c2ccccc2)c(Cl)c1C(=O)Nc1nnc(C2CCCC2)s1
 : 0%, 7%, ?, 7.9µM*, -18%, -4%, ?, -13%, -3%, -7, -32%
> CC(C)(C)NC(=O)COC(=O)c1ccccc1Oc1ccccc1
 : 2%, -3%, -5%, 16%, -1%, -2%, /, -1%, 6%, 0, 0%
> COCc1c(C(=O)OCC(=O)c2c(N)n(CC(C)C)c(=O)n(C)c2=O)oc2ccccc12
 : -6%, 0%, -8%, -2%, 9%, -5%, -1%, -3%, 2%, -14, -54%
> COc1ccc(NS(=O)(=O)c2ccc(N3CCOCC3)c(NC(=O)c3ccc(F)cc3)c2)cc1
 : 9%, -4%, -8%, 16%[10 µM], 5%, -5%, 4%, 0%, -5%, 4, -36%
> COc1ccc(CN2C(=O)C(Cc3ccccc3)Nc3ncnc(N4CCc5ccccc5C4)c32)cc1 (configuration not stated)
 : -13%, -5%, /, /, 1%, -5%, /, /, -6%, /, /
> O=S(=O)(c1ccccc1)c1nc(-c2ccccc2Cl)oc1NCCN1CCOCC1
 : 6%, 3%, 2%, -1%, 14%, 9%, 0%, -3%, -10%, -1, 1%
> Cc1nc2cc(NC(=O)Nc3nccs3)ccc2n1C
 : 2.6µM*, 1.4µM*, 10µM*, ?, 4.3µM*, 1.4µM*, -24%, 7%, ?, ?, ?
> CC1CC(C)CN(C(=O)Cn2nnc(-c3ccccc3)n2)C1 (configuration not stated)
 : 2%, 1%, 14%, 12%, -3%, 0%, -7%, 4%, -6%, 1, -4%
> Cc1ccc(C)c(NC(=O)Cn2cc(C(=O)C3CC3)c3ccccc32)c1
 : -4%, -6%, 1%, ?, 0%, 6%, 8%, 2%, -1%, 26, -26%
> Cc1ccccc1NCC(=O)N/N=C\c1ccc2c(c1)OCO2
 : 4%, -5%, -1%, ?, ?, 9%, 6%, 11%, -2%, -13, 47%
> Cc1ccc(C(=O)NNC(=O)C2CCN(c3ncccn3)CC2)cc1
 : -2%, 1%, 2%, 7%, -1%, 6%, 1%, 3%, 3%, 9, 17%
> Cc1ccc(-n2nnnc2SCC(=O)Nc2ncc(Cc3ccccc3Cl)s2)cc1
 : 11%, 2%, -4%, -10%, 5%, -5%, 15%, 7%, -6%, -7, -17%
> NS(=O)(=O)c1ccc(Cl)cc1[N+](=O)[O-]
 : 13%, -2%, -16%, 4%, -1%, -2%[1.84 µM], 5%, 5%, 3%, -4, -33%
> Cc1ccc(OCCNC(=O)Cc2ccc(S(=O)(=O)N3CCOCC3)s2)cc1
 : -3%, -1%, -13%, ?, -2%, 5%, /, 8%, -7%, -9, -11%
> CCc1ccc(NC(=O)CCCN2C(=S)NC(C)(C)CC2C)cc1 (configuration not stated)
 : -3%, -4%, ?, 4.5µM*, -4%, 0%, -2%, /, -3%, -25, -9%
> CSc1ccccc1NC(=O)CSc1nnc(Cc2ccccc2)o1
 : 3%, 1%, 1%, -13%, -1%, -6%, -18%, 0%, 6%, 11, 0%
> NC(=O)C1=C[C@H](c2ccccc2)C[C@H](OCc2ccc(CO)cc2)O1
 : ?, 27%, -22%, 18%, -17%, 23%, -21%, 1%, 0%, 3, 85%
> Cn1c(CNC(=O)c2ccco2)nnc1SCC(=O)Nc1ccc(Br)cc1F
 : -3%, -1%, 0%, 5%, 0%, -2%, 12%, -3%, -3%, -10, -15%
> CCc1nnc(NC(=O)c2cccc(OC)c2)s1
 : ?, 3.2µM*, 1%, -38%, 8.5µM*, 3.2µM*, -4%, -2%, ?, -28, 86%
> COc1ccc(N2CCN(S(=O)(=O)c3ccc(C(=O)NCc4ccco4)cc3)CC2)cc1
 : 8%, -1%, -29%, -33%, -2%, -6%, 44%[activator], 4%, -1%, -18, -3%
> Cc1ccc(S(=O)(=O)N2CCN(C(=O)COC(=O)c3c(C)cc(C)cc3C)CC2)c(C)c1
 : -16%, 5%, /, /, -1%, 1%, /, /, -2%, -16, -34%
> CCC(C)NC(=O)CN(c1ccc(OC)cc1)S(=O)(=O)c1ccc(NC(C)=O)cc1 (configuration not stated)
 : 2%, -3%, -3%, -8%, -2%, 0%, 5%, 0%, -5%, -19, -10%
> COc1ccc(NC(=O)NCc2cccnc2)c(OC)c1
 : 1%, 3%, -3%, 1%, 1%, -6%, /, /, 8%, -7, -7%
> N=c1n(CCN2CCCCC2)c2ccccc2n1CC(=O)c1cccs1
 : -2%, -5%, 1%, 16%, 0%, -2%, /, 0%, -2%, 15, -64%
> COc1ccc(C2OCC3(CO2)SC(=O)NC3=O)cc1OC (configuration not stated)
 : 3%, -1%, 0%[10 µM], 2%, -15%, -2%, 17%, -8%, 0%, -19, -16%
> COc1ccc(CNC(=O)C(c2ccc(C)o2)N(C(=O)c2snc(C(N)=O)c2N)c2ccccc2OC)cc1 (configuration not stated)
 : -13%, -2%, -2%, ?, -2%, -3%, -5%, 0%, -7%, -7, -55%
> Cc1ccc(CSc2nnc(CCNC(=O)OC(C)(C)C)o2)cc1
 : -4%, 0%, 4%, 37%, 4%&-2%, -2%, /, 7%, -2%, 50[activator], -17%&-6%
> CCOC(=O)N1CCN(c2ncc(C(F)(F)F)cc2Cl)CC1
 : -6%, -5%, -5%, 10%, 6%, -28%, ?, 5%, -1%, 0, -21%
> COCCN(Cc1cc2cc(C)ccc2[nH]c1=O)S(=O)(=O)c1ccc(Cl)cc1
 : -5%, 0%, 1%, 43%, -2%, 0%, -6%, -4%, -5%, -5, 0%
> Nc1ccc2c(c1Cl)C(=O)c1ccc(N)c(Cl)c1C2=O
 : ?, ?, 8%, -14%, 12µM*, 2.2µM*, ?, -11%, ?, 5, -10%
> CC(=O)Nc1ccc(N2C(=O)CC(Sc3nc(C)cc(C)n3)C2=O)cc1 (configuration not stated)
 : 1%, -2%, 3%, -7%, -1%, 9%, -9%, /, 17%, 0, 0%
> N#CC1=C(N)Oc2n[nH]c(-c3ccncc3)c2C1c1ccsc1 (configuration not stated)
 : -1%, 0%, ?, 53%, -1%, -1%, -5%, -7%, -1%, -7, 13%

Assay outcomes as filed in PubChem BioAssay.
